Screens: PubChem, several laboratories
Rv3671c inh: inhibitors of M. tuberculosis serine protease Rv3671c; AID 2606; inhibition, % at 5.96 µM; P9WHR9; 0.048% of 320,000 active; in the data active = inhibition above about 38%;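 note: extracellular domain of Rv3671c used as enzyme; 0% = enzyme with DMSO and 100% = no enzyme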
Target sequence (P9WHR9 whole entry, looked up, the tested form may be a part): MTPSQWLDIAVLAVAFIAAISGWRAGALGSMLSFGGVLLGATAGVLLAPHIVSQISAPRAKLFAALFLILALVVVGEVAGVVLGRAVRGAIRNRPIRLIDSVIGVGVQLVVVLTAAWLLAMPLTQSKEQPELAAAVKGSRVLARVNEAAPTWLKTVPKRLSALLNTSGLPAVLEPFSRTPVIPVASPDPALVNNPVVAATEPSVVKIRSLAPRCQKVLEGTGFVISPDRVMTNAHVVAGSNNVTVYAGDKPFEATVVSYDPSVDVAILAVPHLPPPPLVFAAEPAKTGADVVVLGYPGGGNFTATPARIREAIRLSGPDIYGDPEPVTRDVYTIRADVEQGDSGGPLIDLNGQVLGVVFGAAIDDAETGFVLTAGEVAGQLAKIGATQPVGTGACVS
FadD28 FP inh: M. tuberculosis FadD28 bisubstrate binding inhibition | 0.22% of 360,000 active | inhibition, % at 12.5 µM | FadD28 bisubstrate probe binding, fluorescence polarization | AID 588549; in the data active = inhibition above about 8.5%, passing the limit was not always enough; inconclusive = no clear call, values can overlap the other calls
BioA inh: blocks M. tuberculosis BioA enzyme activity; purified M. tuberculosis BioA enzyme, plate reader; inhibition, % at 9.99 µM; 0.096% of 360,000 active; AID 602481; in the data active = inhibition above about 40%; inconclusive = no clear call, values can overlap the other calls
FBA Mtb inh: inhibitors of M. tuberculosis fructose-bisphosphate aldolase | AID 588726 | purified M. tuberculosis FBA, fluorescence read-out | inhibition, % at 1 µM | 2.3% of 360,000 active; in the data active = inhibition above about 27%;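 note: 0% = vehicle and 100% = reference inhibitor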
BoNT F protease: BoNT F light chain protease inhibition. inhibition, % at 10 µM. AID 588497. 0.22% of 360,000 active. Multiplex microsphere protease cleavage assay, flow cytometry; in the data active = inhibition above about 35%, passing the limit was not always enough; inconclusive = no clear call, values can overlap the other calls; note: plate controls were buffer without enzyme for full effect and enzyme alone for no effect
Mtb UGM inh: blocks M. tuberculosis UGM enzyme. purified UGM, fluorescence polarization probe displacement. inhibition, % at 10 µM. 0.06% of 320,000 active. AID 504406; in the data active = inhibition above about 10%, passing the limit was not always enough; inconclusive = no clear call, values can overlap the other calls
Target sequence (P9WIQ1 whole entry, looked up): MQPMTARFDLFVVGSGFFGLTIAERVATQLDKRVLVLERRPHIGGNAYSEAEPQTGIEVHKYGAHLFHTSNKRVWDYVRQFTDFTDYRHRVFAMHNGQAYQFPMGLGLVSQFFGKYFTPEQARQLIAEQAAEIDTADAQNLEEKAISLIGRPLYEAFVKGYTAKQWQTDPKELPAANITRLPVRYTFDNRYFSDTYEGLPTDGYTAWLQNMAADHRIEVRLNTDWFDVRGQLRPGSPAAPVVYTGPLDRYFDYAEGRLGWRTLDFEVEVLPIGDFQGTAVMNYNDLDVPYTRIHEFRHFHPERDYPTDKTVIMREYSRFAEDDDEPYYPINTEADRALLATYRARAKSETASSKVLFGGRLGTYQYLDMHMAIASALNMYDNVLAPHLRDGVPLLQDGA
MazF activator: activators of E. coli MazEF toxin-antitoxin RNase; P0AE70; FAM/BHQ RNA-DNA oligo cleavage fluorescence, 5 h; activation, % at 20 µM; 0.32% of 350,000 active; in the data active = activation above about 50%
Target sequence (P0AE70 whole entry, looked up): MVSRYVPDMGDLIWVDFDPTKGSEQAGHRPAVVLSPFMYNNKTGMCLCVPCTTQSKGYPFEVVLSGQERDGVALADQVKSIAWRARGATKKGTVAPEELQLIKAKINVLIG
GDH-TPI inh: counter-screen for M. tuberculosis FBA inhibitors: GDH-TPI coupled enzymes | GDH-TPI coupled enzyme counterscreen, NADH absorbance | inhibition, % at 4.8 µM | 1.2% of 360,000 active | AID 588335; in the data active = inhibition above about 30%;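 note: 0% = DMSO wells and 100% = wells lacking the enzyme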
PrPC surface inh: inhibitors of human cell surface prion protein PrPC | P04156 | TR-FRET read-out | inhibition, % at 13.8 µM | 0.43% of 370,000 active; in the data active = inhibition above about 24%; note: 0% = median of the test wells and 100% = reference compound wells
An asterisk follows results filed as active; u = inconclusive; x = no result given.

# | SMILES | Rv3671c inh | FadD28 FP inh | BioA inh | FBA Mtb inh | BoNT F protease | Mtb UGM inh | MazF activator | GDH-TPI inh | PrPC surface inh
1 | Cc1ccc(CSCC(=O)NCc2ccco2)cc1 | 3 | -1.7 | -1.1 | -1 | 5 | 3.5 | -3 | -6 | -2
2 | CC(=O)N(c1ccc2oc(=O)sc2c1)S(=O)(=O)c1cccs1 | -2 | -1.5 | 0.2 | 0 | 2 | 4.4 | 0 | 5 | -1
3 | CCOC(=O)C1(CCOC)CCN(Cc2ccc(C(=O)OC)cc2)CC1 | 14 | 0.8 | -0.7 | 1 | -3 | 1.4 | 0 | 6 | 2
4 | COc1ccc(CSc2nc(C)cc(C)c2S(C)(=O)=O)cc1 | 0 | -4.2 | x | 2 | -6 | 4.8 | 4 | -6 | 3
5 | CCOc1ccc(N(CC(=O)NCc2ccc(OC)cc2)S(C)(=O)=O)cc1 | -3 | 0.5 | -2.0 | -1 | 17 | 2.5 | 2 | 0 | -6
6 | Cc1cc(NC(=O)c2cccs2)ncc1NC(=O)C(C)C | -4 | 0.7 | -1.8 | 0 | 14 | 1.1 | -4 | 9 | -4
7 | O=C(/C=C\c1ccco1)NC(=S)Nc1ccccc1O | -11 | 1.1 | x | 7 | 0 | -1.3 | 0 | 8 | -8
8 | O=C(COC(=O)c1cc([N+](=O)[O-])ccc1N1CCOCC1)Nc1cccc(F)c1 | 4 | -3.0 | 2.7 | 3 | 0 | -0.6 | -3 | 17 | -23
9 | O=C(Nc1nc2c(ccc3ccccc32)s1)c1ccco1 | -35 | -12 | 0.0 | 4 | -8 | -0.9 | 1 | 30 | -3
10 | Cc1ccccc1C(=O)N(C)c1ccccc1C(=O)NCc1ccccc1 | 0 | -0.4 | -1.6 | -3 | -7 | -3.0 | 3 | -1 | 3

(further entries)
# | SMILES | Rv3671c inh | FadD28 FP inh | BioA inh | FBA Mtb inh | BoNT F protease | Mtb UGM inh | MazF activator | GDH-TPI inh | PrPC surface inh
11 | COCCN(C(=O)COC(=O)C1(c2ccccc2)CC1)c1c(N)n(CC(C)C)c(=O)[nH]c1=O | 4 | -2.1 | -0.8 | 1 | -8 | 4.0 | -1 | -1 | -9
12 | OCCNc1ncnc2c1nnn2Cc1ccccc1 | x | 0.5 | -0.3 | 2 | 3 | x | 7 | -2 | -4
13 | Nc1c(C=C2C=CC(=O)C=C2)c(=O)nc2snc(SCc3ccccc3)n12 | -58 | 3.3 | 0.7 | -2 | -22 | 4.0 | -3 | 11 | 7
14 | COCCn1c(C)cc(C(=O)COC(=O)c2[nH]c(C)c(C(C)=O)c2C)c1C | -14 | -3.4 | -0.6 | -1 | -3 | -1.9 | 1 | -3 | 11
15 | CC1CC2=C(CC1/C=N/NC(N)=S)C(C)(C)CCC2 (stereo not given) | -2 | -0.5 | -1.0 | -3 | -12 | -3.2 | 9 | 4 | -2
16 | O=C(CSc1nnc(-c2ccc(Cl)s2)o1)N1CCCc2ccccc21 | x | 0.6 | 0.7 | 3 | u | x | 2 | 1 | -8
17 | COc1ccc(CN2CC[C@H]3C=CC[C@@H](C(=O)Nc4ccc(Cl)c(C(F)(F)F)c4)[C@H]3C2=O)cc1OC | -29 | -4.0 | -1.1 | 1 | -7 | -1.0 | 4 | 9 | 6
18 | CCOC(=O)C1(Cc2cccc(OC)c2)CCCN(Cc2cnn(C)c2)C1 (stereo not given) | -5 | -1.2 | x | 2 | -6 | 2.3 | -13 | -1 | 3
19 | COc1ccc(NC(=O)c2ccc(-c3ccc([N+](=O)[O-])cc3)o2)cc1 | 2 | -2.4 | -0.2 | 2 | -8 | -0.5 | 0 | 30 | -21
20 | COc1cc(OC)cc(C(=O)NN2CCCCC2)c1 | 7 | -3.5 | -0.8 | 0 | -6 | -0.5 | 3 | 0 | 3

(further entries)
# | SMILES | Rv3671c inh | FadD28 FP inh | BioA inh | FBA Mtb inh | BoNT F protease | Mtb UGM inh | MazF activator | GDH-TPI inh | PrPC surface inh
21 | COc1ccc(C(=O)Nc2cccc(NC(=O)c3ccc(OC)c(OC)c3)n2)cc1OC | -19 | -12 | 4.8 | -2 | u | 1.1 | 6 | 7 | 7
22 | CN1C(C(=O)Nc2ccc(OC(F)(F)F)cc2)=CC(c2ccc3c(c2)OCO3)=NS1(=O)=O | -10 | -7.8 | -1.4 | -3 | -1 | -2.0 | 8 | 11 | 2
23 | O=C(c1ccc(Cl)s1)N1CCN(c2ccccc2)CC1 | 5 | -2.1 | 3.0 | 0 | -8 | 6.4 | -13 | 2 | -3
24 | CC(=O)Nc1cccc(C(=O)N2CCN(S(=O)(=O)Cc3ccccc3)CC2)c1 | 5 | -2.0 | x | -2 | -2 | -0.4 | 4 | 8 | -1
25 | CC(=O)N1CCc2cc(S(=O)(=O)NCC(=O)NCc3ccc(Cl)cc3)ccc21 | 0 | -3.9 | 3.7 | 1 | -4 | 1.3 | 10 | -1 | -3
26 | Cc1ccc(CNC(=O)CC(C)S(=O)(=O)c2ccc3c(c2)NC(=O)CS3)o1 (stereo not given) | 5 | 0.2 | -1.5 | 0 | -4 | 3.3 | -1 | 12 | 0
27 | CN(C)c1cccc(C(=O)NNC(=O)C23CC4CC(CC(C4)C2)C3)c1 | 5 | 0.3 | -1.5 | 8 | -2 | 4.6 | -4 | 8 | 1
28 | O=C(CCN1C(=O)C2C3C=CC(C3)C2C1=O)N1CC(=O)N(CCc2ccccc2)C(=O)C1 (stereo not given) | 0 | 0.3 | 0.8 | 1 | -4 | -3.6 | -4 | -1 | 1
29 | O=C(CSc1ncn[nH]1)Nc1ccc(Cl)c(S(=O)(=O)N2CCOCC2)c1 | -1 | -2.1 | x | 3 | -3 | 2.7 | -9 | -2 | 8
30 | CCCCC(CC)CNC(=O)C(=O)c1ccccc1NC(C)=O (stereo not given) | 8 | -3.3 | x | 1 | -3 | -2.2 | -5 | 3 | 3

Next entries:
# | SMILES | Rv3671c inh | FadD28 FP inh | BioA inh | FBA Mtb inh | BoNT F protease | Mtb UGM inh | MazF activator | GDH-TPI inh | PrPC surface inh
31 | CCC(c1nnc(SCC(=O)Nc2ccc(C(=O)N(C)C)cc2)n1Cc1ccccc1)N(C)C (stereo not given) | 7 | -2.3 | 0.9 | 3 | 0 | 2.3 | -9 | 4 | 0
32 | Cc1csc(SCC(=O)Nc2ccc3c(c2)OCCO3)n1 | 5 | 0.6 | x | 0 | -3 | 1.5 | 9 | 1 | 0
33 | O=C1N[C@@H](Cc2ccccc2)COC(=O)[C@H](Cc2ccc(F)cc2)CC/C=C/C[C@@H]1CC(=O)N(CCO)Cc1ccccc1 | -4 | -4.3 | 0.5 | 3 | -10 | -3.5 | 6 | -6 | 6
34 | COc1cc2c(cc1OC)C(C)N(C(=O)c1cc3c(=O)oc4ccc(C)cc4c3s1)CC2 (stereo not given) | 4 | -4.6 | -0.8 | -1 | -6 | -4.2 | -20 | 5 | -5
35 | CN(C)c1ccc(CNC(=O)C2(C)Cc3c(-c4cccc(C(N)=O)c4)ccnc3O2)cc1 (stereo not given) | x | 1.0 | 1.0 | -4 | -4 | x | x | 3 | 3
36 | O=C1C=C(c2ccc3c(c2)OCO3)C[C@@H](c2ccc(Cl)cc2)C1 | 5 | -1.8 | -0.1 | 2 | 9 | -2.3 | 1 | 14 | 2
37 | CC1CCC(NC(=O)C2CCC(CNS(=O)(=O)c3ccc4c(c3)C(C)(C)C(=O)N4C)CC2)CC1 (stereo not given) | x | -0.2 | -0.3 | 3 | -6 | x | x | 7 | -13
38 | COC(=O)c1c(C)oc(C)c1S(=O)(=O)Nc1ccccc1 | 8 | -0.8 | -3.9 | -3 | u | -2.2 | 1 | -6 | -5
39 | O=C(NCc1ccc2c(c1)OCO2)C(=O)Nc1ccccc1 | -4 | 0.1 | x | 0 | -5 | -2.2 | 3 | 3 | -6
40 | COc1ccc(OC)c(S(=O)(=O)N2c3cc(F)ccc3CCC2C)c1 (stereo not given) | 1 | -3.5 | -0.2 | 0 | -5 | 2.2 | 7 | 9 | 1

Later entries.
# | SMILES | Rv3671c inh | FadD28 FP inh | BioA inh | FBA Mtb inh | BoNT F protease | Mtb UGM inh | MazF activator | GDH-TPI inh | PrPC surface inh
41 | COc1ccccc1C(=O)C1CCCN(C(=O)c2cccnc2SC)C1 (stereo not given) | -1 | -2.5 | x | 2 | -2 | 1.4 | -1 | 2 | 5
42 | CCC(C)NC(=O)c1cccc(C)c1 (stereo not given) | -2 | -2.6 | -0.6 | -3 | -3 | 4.9 | 14 | 0 | 1
43 | Cc1cccc(C(=O)NCC(=O)OCC(=O)N(C)CC(=O)Nc2ccccc2Cl)c1 | -6 | -1.4 | 0.7 | 1 | 2 | 2.4 | 6 | -6 | -2
44 | COc1ccc(S(=O)(=O)N2CCC(C(=O)NCCN3CCOCC3)CC2)cc1 | 1 | 0.0 | -1.5 | 1 | 0 | -3.0 | -3 | 4 | 5
45 | Cc1ccc(Nc2nc(-c3ccccc3)cs2)nc1 | x | 0.0 | -0.8 | 0 | u | 1.3 | 12 | 13 | 0
46 | Cc1cccc(C)c1OCC(=O)N/N=C/c1cccn1C | 7 | -3.7 | 1.3 | -1 | -15 | -0.8 | 4 | 10 | 5
47 | Cc1ccc(S(=O)(=O)NNC(=O)Nc2ccc(Cl)c(Cl)c2)cc1 | -10 | 0.9 | x | 1 | 0 | 0.4 | 5 | 13 | 10
48 | CC(=O)c1cccc(-c2cnc3c(NC=O)cc(-c4ccccc4Oc4ccccc4)cn23)c1 | x | -15 | -0.5 | 0 | -6 | x | x | 15 | -7
49 | O=[N+]([O-])c1ccc(Nc2ccc3ccccc3c2)nc1 | 0 | -3.2 | -1.0 | -11 | -2 | 0.8 | -3 | 3 | -2
50 | Cc1cc(-n2c(C)cc(C(=O)CSc3ncnc4ccccc34)c2C)no1 | -16 | -2.1 | 0.4 | -10 | -18 | -1.9 | -2 | 19 | 13

(continued)
# | SMILES | Rv3671c inh | FadD28 FP inh | BioA inh | FBA Mtb inh | BoNT F protease | Mtb UGM inh | MazF activator | GDH-TPI inh | PrPC surface inh
51 | COc1cc(NC(=O)N[C@H](C(=O)O)C(C)C)cc(OC)c1 | -8 | 2.6 | 0.6 | 5 | 4 | 2.6 | -3 | 2 | -1
52 | CCOc1ccc(CC(=NCCO)C2=C(O)CC(C)(C)CC2=O)cc1OCC | 3 | 0.0 | x | 2 | -2 | -1.1 | -3 | 3 | -1
53 | N#Cc1ccc(NC(=O)c2sc3cc(C(F)(F)F)cnc3c2-c2cccs2)cc1 | 4 | 0.5 | -1.1 | 2 | 1 | 1.6 | 26 | 7 | -2
54 | N#Cc1c(NC(=O)c2ccccc2)sc2c1CCCCC2 | 7 | -1.9 | -3.6 | -3 | 4 | 0.5 | 6 | 21 | -5
55 | CN1C(=O)/C(=C/c2ccc(O)c([N+](=O)[O-])c2)N(C)C1=S | -5 | -1.6 | x | -16 | -11 | 4.3 | 1 | 0 | 6
56 | Cc1ccc2nc(CSc3nnc(-c4ccncc4)n3C)cc(=O)n2c1 | -4 | -5.1 | x | 1 | 3 | 1.9 | 3 | -4 | -16
57 | CCOC(=O)Cc1cc(=O)n2[nH]c(C)c(-c3ccc(Cl)cc3)c2n1 | -3 | -2.1 | 1.1 | 62* | 1 | 1.1 | -1 | 11 | 3
58 | CCC1CCCCN1C(=O)CSc1nnc(CNC(=O)COc2ccc(Cl)cc2)o1 (stereo not given) | -3 | -0.6 | 0.3 | 2 | -6 | 4.4 | 2 | -3 | -1
59 | Brc1c(CSc2nc3ccccc3s2)nc2ncccn12 | -1 | -4.7 | x | 28* | -1 | 0.1 | -9 | -3 | 2
60 | COc1cc2c(cc1OC)C(O)=CC(=O)C2=O | x | -1.2 | 0.0 | -2 | -3 | x | 2 | 16 | -6

The list goes on.
# | SMILES | Rv3671c inh | FadD28 FP inh | BioA inh | FBA Mtb inh | BoNT F protease | Mtb UGM inh | MazF activator | GDH-TPI inh | PrPC surface inh
61 | COc1ccc(NC(=O)CCSc2ccc(C)cc2)cc1 | -4 | -1.9 | x | 0 | -7 | -0.5 | 2 | 5 | 4
62 | CC1=C(C(=O)Nc2ccccc2C)C2(CCCC2)C(C(N)=O)C(=O)N1 (stereo not given) | 2 | -2.1 | -1.4 | -1 | -5 | -0.1 | 5 | 1 | -1
63 | Cn1c(=O)c2c(nc(SCCN3CCOCC3)n2Cc2cccc3ccccc23)n(C)c1=O | -13 | -1.8 | 5.4 | 6 | 0 | -2.1 | -4 | -12 | 11
64 | C=CCn1c(=NC(=O)CN2C(=O)CCC2=O)sc2cccc(OC)c21 | 3 | -4.3 | 1.5 | 6 | 7 | 1.6 | -2 | -4 | 3
